# From PubChem BioAssay
# HIF act – HIF pathway transcriptional activation; U2OS HRE-luciferase reporter, luminescence; normalized: DMSO 0%, desferrioxamine 100%; activation, % at 7.5 µM (by protocol); 300,000 tested, 0.32% active; AID 1910;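 active = mean activation of at least 10% of the iron chelator positive control signal, with at least half of replicates also reaching 10%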
# AI-2 QS mod – Vibrio harveyi AI-2 quorum sensing modulation; Vibrio harveyi JMH597 AI-2 luminescence/OD600 ratio, 9 h; hits give low values; strain lacks LuxN and CqsS sensors; 0 = neutral-control median; activity change, % at 7.5 µM; 300,000 tested, 0.4% active; in the data active = activity change below about -75%, passing the limit was not always enough;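 also: luminescence divided by OD600 gain over 9 h not by final OD600 alone; inactives centre near 13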
# TRPC6 inh – mouse TRPC6 channel inhibition | Q61143 | HEK293-TRPC6, membrane potential dye, ACh-evoked depolarization; hits give low values | B-score at 10 µM | 310,000 tested, 1.1% active;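 active = B-score under library mean minus 3 SD, initial fluorescence not abnormally high, positive integrated signal ratio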;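 also: B-score derived from integrated fluorescence ratio over the kinetic read; more negative B-score means stronger inhibition of depolarization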
# Target sequence (Q61143 whole entry, looked up): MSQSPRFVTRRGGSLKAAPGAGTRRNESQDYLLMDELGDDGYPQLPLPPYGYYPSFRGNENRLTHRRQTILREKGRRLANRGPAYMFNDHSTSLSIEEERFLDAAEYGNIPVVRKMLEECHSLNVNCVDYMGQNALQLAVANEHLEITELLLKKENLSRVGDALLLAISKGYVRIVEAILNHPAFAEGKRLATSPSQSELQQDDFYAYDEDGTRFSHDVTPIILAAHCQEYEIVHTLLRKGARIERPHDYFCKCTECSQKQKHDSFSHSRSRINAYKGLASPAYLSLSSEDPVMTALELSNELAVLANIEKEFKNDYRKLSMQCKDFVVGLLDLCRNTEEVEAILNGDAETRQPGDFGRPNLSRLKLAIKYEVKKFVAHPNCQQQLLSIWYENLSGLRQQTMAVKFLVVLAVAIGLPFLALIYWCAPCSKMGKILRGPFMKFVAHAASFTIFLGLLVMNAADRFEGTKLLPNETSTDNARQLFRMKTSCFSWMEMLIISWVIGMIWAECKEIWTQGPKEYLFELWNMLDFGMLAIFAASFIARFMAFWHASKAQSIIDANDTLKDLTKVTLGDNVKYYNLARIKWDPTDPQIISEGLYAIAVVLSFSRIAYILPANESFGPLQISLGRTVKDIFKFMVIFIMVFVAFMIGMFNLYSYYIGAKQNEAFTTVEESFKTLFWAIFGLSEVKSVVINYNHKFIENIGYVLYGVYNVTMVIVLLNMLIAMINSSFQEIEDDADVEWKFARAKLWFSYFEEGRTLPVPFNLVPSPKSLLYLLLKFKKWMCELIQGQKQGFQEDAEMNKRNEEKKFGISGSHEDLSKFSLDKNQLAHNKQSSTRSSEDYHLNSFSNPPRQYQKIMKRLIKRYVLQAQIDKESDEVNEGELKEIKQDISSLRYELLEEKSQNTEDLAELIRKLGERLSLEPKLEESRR
# TRPC4 PAM – TRPC4 (mouse) allosteric potentiation | 310,000 tested, 0.42% active | AID 2227 | HEK293 TRPC4beta/mu-opioid, DAMGO EC20, Fluo-4 Ca2+ flux; hits give high values | Q9QUQ5 | B-score at 10 µM;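 active = B-score of calcium response area above 5 SD of library B-scores, with initial fluorescence ratio within 5 SD of library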;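 also: B-score of integrated fluorescence ratio over time as area under calcium response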
# MrgX1 allo act – allosterically activates human MrgX1 receptor signaling; 310,000 tested, 0.63% active; Q96LB2; AID 588675; B-score at 10 µM; MrgX1-HEK293, Fluo-4 calcium flux, FDSS; hits give high values;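 active = plate-corrected calcium response at least 3 library SD above typical, normal starting fluorescence, not activating the receptor alone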;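 also: compound read alongside a low EC10 to EC30 dose of BAM8-22 agonist; peak minus trough fluorescence over baseline measured at the second addition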
# TRPC4 block – blocks the mouse TRPC4 cation channel; AID 2247; HEK293 TRPC4beta/mu-opioid, DAMGO-evoked Fluo4 calcium flux; hits give low values; 300,000 tested, 0.39% active; B-score at 10 µM;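 active = B-score over 3 SD under the library average, no early fluorescence shift, positive overall ratio signal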
#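 Assay system: HEK293 cells with stable TRPC4beta plus mu-opioid receptor expression; Probe or stimulus: DAMGO in two steps, submaximal then maximal; Dosing: single-point compound dosing; Measured by: Fluo4 calcium-dye fluorescence, kinetic read; Read-out basis: B score from integrated Fluo4 fluorescence ratio.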
# PolyA inhibitor – yeast polyadenylation inhibition; S. cerevisiae SKY197-pL101 polyadenylation reporter, beta-gal luminescence; efflux-impaired pdr1/pdr3 knockout yeast; score 100 = 6 SD above DMSO; calls only at 12 µM; 300,000 tested, 0.02% active; AID 1875;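 active = lowest replicate activity score at least 50, where 100 means six control SD above control mean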;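 also: yeast exposed to compound for 9 h at 30 °C; higher score means more reporter readthrough which indicates perturbed polyadenylation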
# TRPC6 activator – mouse TRPC6 channel activation; AID 2550; HEK293-TRPC6 membrane potential dye fluorescence; hits give high values; 310,000 tested, 0.13% active; B-score at 10 µM; Q61143;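 active = B-score of the integrated fluorescence ratio above library mean plus 3 SD, and starting fluorescence ratio within library mean plus 5 SD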;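 also: higher score means more depolarization so channel activation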
# TRPC4 act – activators of mouse TRPC4 channel | AID 2237 | HEK293 TRPC4beta/mu-opioid, Fluo4 calcium fluorescence; hits give high values | 310,000 tested, 0.49% active | B-score at 10 µM | Q9QUQ5;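 active = B-score above 5 SD of library B-scores, and initial fluorescence ratio not above library mean plus 5 SD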;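 also: positive B-score marks a calcium rise read as TRPC4 activation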
#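 Technique: kinetic Fluo4 calcium fluorescence; Test system: TRPC4beta and mu-opioid receptor HEK293 stable cells; Measure: B-scored integrated calcium fluorescence ratio; Benchmarks: low control buffer alone, high control maximal DAMGO; Schedule: 45 min room-temperature Fluo4 loading, 110 s read.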
# MrgX1 agonist – human MrgX1 receptor agonism, primary screen; B-score at 10 µM; 310,000 tested, 0.44% active; Q96LB2; MrgX1-HEK293 cells, Fluo-4 calcium fluorescence, agonist mode; hits give high values;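 active = calcium response B-score plate-corrected fluorescence ratio at least 3 library SD, with starting fluorescence B-score inside 5 SD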
#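 Material – MrgX1-expressing HEK293 cells · Input – 15,000 cells seeded per well · Dosing – compound as first of three additions · Times – overnight seeding, then 1 h dark dye loading · Measured by – kinetic Fluo-4 NW fluorescence of intracellular calcium · Read-out – B-scored fluorescence response ratio · Benchmarks – positive and negative control wells on each plate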
# MrgX1 antagonist – antagonists of human MrgX1 receptor; B-score at 10 µM; Q96LB2; AID 588676; 310,000 tested, 1.3% active; MRGX1-HEK293 calcium flux, Fluo-4, BAM8-22 antagonism; hits give low values;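 active = calcium-response B-score plate-corrected more than 3 library SD below zero, starting fluorescence within 5 deviations, no agonist response on first addition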;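 also: peak minus trough fluorescence over baseline after final BAM8-22 challenge near maximal dose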
# The depositor's hits bear a star; i = inactive; . = no result given. A portion of the library, so the mix of outcomes need not match the whole.
No.	compound	AI-2 QS mod	TRPC6 inh	MrgX1 agonist	HIF act	TRPC4 act	TRPC4 block	MrgX1 allo act	TRPC4 PAM	TRPC6 activator	MrgX1 antagonist	PolyA inhibitor
1	CCOC(=O)C(NC(=O)NCc1ccc(OC)cc1)(OCC)C(F)(F)F (stereo not given)	20.3	i	i	-0.5	i	i	i	i	i	i	i
2	O=C(Nc1cccc(S(=O)(=O)N2CCCCC2)c1)c1cccs1	20.1	i	i	-0.4	i	i	i	i	i	i	i
3	Cn1c(Cn2cnc3ccccc32)nnc1SCC(=O)CC(=O)Nc1ccccc1	31.8	i	i	1.8	i	i	i	i	i	i	i
4	Cc1ccc2cccc(OCCOCCOc3ccccc3Br)c2n1	-12.6	i	i	-0.1	i	i	i	i	i	i	i
5	O=C(NN1C(=O)C2C3C=CC(C4CC34)C2C1=O)c1ccc(Cl)cc1 (stereo not given)	10.9	.	i	-0.2	.	.	i	.	.	i	i
6	COc1cccc(NC(=O)Nc2nnc(Cc3ccccc3F)s2)c1	11.4	i	i	1.1	i	i	i	i	i	i	i
7	Cc1ccc(N2C(=O)N(CC(=O)NCc3ccc(Cl)cc3)C(=O)C2C)cc1 (stereo not given)	-6.7	i	i	2.6	i	i	i	i	i	i	i
8	CC(=O)OCC(=O)c1ccc2ccn(C(C)=O)c2c1	18.5	i	i	2.1	i	i	i	i	i	i	i
9	CN(CCC1CCCCO1)C(=O)CCc1nnc(C2CCCCC2)o1 (stereo not given)	23.0	i	i	1.1	i	i	i	i	i	i	i
10	Cc1ccc(S(=O)(=O)CCC(=O)OCC(=O)c2ccc(F)cc2)cc1	38.6	i	i	-0.1	i	i	i	i	i	i	i
11	Cc1ccc(C(=O)C(C)OC(=O)c2ccccc2[N+](=O)[O-])cc1 (stereo not given)	14.2	i	i	1.5	i	i	i	i	i	i	i
12	Brc1cccc(CNn2cnnc2)c1	2.8	i	i	0.2	i	i	i	i	i	i	i
13	O=C(CSc1nccn1-c1ccccc1)NO	5.6	i	i	0.7	i	i	i	i	i	i	i
14	COCCn1c(SCc2nc3cc(OC)c(OC)cc3c(=O)[nH]2)nnc1-c1ccncc1	16.8	i	i	-0.1	i	i	i	i	i	i	i
15	Cc1nc(COc2cccc(Cl)c2)sc1C(=O)/C=C/N(C)C	25.0	i	i	0.0	i	i	i	i	i	i	i
16	COc1ccc(C2c3ccc(O)cc3Oc3ncn4nc(-c5cccnc5)nc4c32)cc1OC (stereo not given)	2.7	i	i	-0.4	i	i	i	i	i	i	i
17	Cc1n[nH]c(=O)nc1NCC1CCCO1 (stereo not given)	19.1	i	i	-0.5	i	i	i	i	i	i	i
18	O=C(COc1ccccc1)NCC(=O)N/N=C/c1ccc(O)cc1O	25.4	i	i	0.4	i	i	i	i	i	i	i
19	CC(=O)Nc1nnc(S(=O)(=O)N2CCN(c3ccc(Cl)cc3[N+](=O)[O-])CC2)s1	2.9	i	i	-0.1	i	i	i	i	i	i	i
20	O=C(COc1ccc(S(=O)(=O)NCc2ccccc2)cc1Cl)NCc1ccccn1	31.3	i	i	0.0	i	i	i	i	i	i	i
21	Cc1cnc(Nc2nc3ccccc3o2)nc1C(=O)Nc1cccc(C(F)(F)F)c1	33.8	i	i	2.5	i	i	i	i	i	i	i
22	COC(=O)Cn1cnc2c1c(=O)n(C)c(=O)n2C	25.5	i	i	-0.3	i	i	i	i	i	i	i
23	CCS(=O)(=O)Nc1ccc(-c2nnc(SCC(=O)c3cccc(OC)c3)o2)cc1	10.7	i	i	-0.3	i	i	i	i	i	i	i
24	CC(C(=O)Nc1ccccc1-c1ccccc1)N(C)Cc1nc2ccccc2c(=O)[nH]1 (stereo not given)	27.1	i	i	57.0*	i	i	i	i	i	i	i
25	CC(C)(C)c1ccc(NC(=O)CC2(C(F)(F)F)OCCO2)cc1	36.1	i	i	2.6	i	i	i	i	i	i	i
26	CCC(C)(C)NC(=O)CSc1nc(Cc2ccccc2)nc2ccccc12	14.1	i	i	-1.1	i	i	i	i	i	i	i
27	CCN(C(=O)COC(=O)c1c(-c2ccccc2)noc1C)C1CCS(=O)(=O)C1 (stereo not given)	17.2	i	i	1.7	i	i	i	i	i	i	i
28	COc1ccc(S(=O)(=O)N(CC(=O)NCc2ccccn2)Cc2ccccc2)cc1	-2.5	i	i	-0.3	i	i	i	i	i	i	i
29	O=C(NC1CCC(O)CC1)c1ccc(S(=O)(=O)NCc2ccco2)cc1 (stereo not given)	9.1	i	i	-1.5	i	i	i	i	i	i	i
30	Cc1cc(C[n+]2ccccc2)c2nsnc2c1	35.0	i	i	-0.3	i	i	i	i	i	i	i
31	Cc1csc(NS(=O)(=O)c2ccc(Cl)cc2)n1	-3.3	i	i	-1.2	i	i	i	i	i	i	i
32	CC(=O)NC1=NN(C(C)=O)C(c2ccccc2)S1 (stereo not given)	4.8	i	i	0.0	i	i	i	i	i	i	i
33	CCc1ccc(CNC(=O)CCc2nnc(CCc3ccc(OC)cc3)o2)nc1	1.1	i	i	-0.3	i	i	i	i	i	i	i
34	CC(NC(=O)CCn1c(=S)[nH]c2ccsc2c1=O)c1ccccc1 (stereo not given)	.	i	i	-0.4	i	i	i	i	i	i	i
35	CN(C(=O)CCCN1C(=O)c2cccc3cccc(c23)C1=O)c1ccccc1	6.5	i	i	0.0	i	i	i	i	i	i	i
36	Clc1ccc2c(N/N=C/c3ccc(Br)cc3)ccnc2c1	16.2	i	i	-0.5	i	i	i	i	i	i	i
37	O=C(CSCc1c(Cl)cccc1Cl)NCc1ccccn1	36.8	i	i	-0.7	i	i	i	i	i	i	i
38	COC(=O)C1(C(F)(F)F)N=C(N(C)C)OC(N(C)C)=N1	22.7	i	i	0.2	i	i	i	i	i	i	i
39	COc1cc(S(=O)(=O)N2CCCCC2)ccc1NC(=O)Cc1ccccc1	12.8	i	i	-0.1	i	i	i	i	i	i	i
40	O=C(NCc1ccc(F)cc1)c1cnc(-c2ccccn2)nc1C(F)(F)F	28.3	i	i	-0.4	i	i	i	i	i	i	i
41	N=c1sccn1CC(=O)Nc1ccc2c(c1)CCC2	25.8	i	i	-0.1	i	i	i	i	i	i	i
42	COc1ccc(N(CC(=O)NCc2ccc(Cl)cc2)S(=O)(=O)c2c(C)noc2C)cc1	-3.8	i	i	-0.1	i	i	i	i	i	i	i
43	NC(=O)COC(=O)c1cc(Cl)cc(Cl)c1N	-2.1	i	i	-0.4	i	i	i	i	i	i	i
44	COCn1c(C(O)c2ccccc2)cc2ccccc21 (stereo not given)	14.5	i	i	-8.9	i	i	i	i	i	i	i
45	CCc1cccc(CC)c1NC(=S)N1CCn2cccc2C1c1cccnc1 (stereo not given)	13.3	i	i	-0.5	i	i	i	i	i	i	i
46	O=C(CN1CCN(c2ccccc2)CC1)Nc1ccc(-n2cnnn2)cc1	-2.2	i	i	-0.4	i	i	i	i	i	i	i
47	CCn1c(SCC(=O)N2CCc3ccccc3C2)nc2c1c(=O)n(C)c(=O)n2C	12.5	i	i	0.0	i	i	i	i	i	i	i
48	COc1ccc(C(=O)N2CCN(c3ccccc3OC)CC2)cc1	34.9	i	i	-0.8	i	i	i	i	i	i	i
49	N#Cc1cnc(NCc2ccc(Cl)cc2Cl)nc1	17.3	i	i	1.4	i	i	i	i	i	i	i
50	Cc1nc2ccccc2c2c1C(=O)N(C)C2=O	12.0	i	i	-0.7	i	i	i	i	i	i	i
51	COc1ccc(C(=O)N/C(=C\c2ccccc2)C(=O)NCc2cccnc2)cc1	10.2	i	i	0.3	i	i	i	i	i	i	i
52	c1ccc2c(c1)oc1c(NCCN3CCOCC3)ncnc12	18.3	i	i	0.4	i	i	i	i	i	i	i
53	CC(=O)c1ccc(NC(=O)C(C)OC(=O)CCCN=C2NS(=O)(=O)c3ccccc32)cc1 (stereo not given)	16.2	i	i	-1.2	i	i	i	i	i	i	i
54	COc1ccc(N2CCN(S(=O)(=O)c3ccc4c(c3)NC(=O)C(C)S4)CC2)cc1 (stereo not given)	17.7	i	i	0.3	i	i	i	i	i	i	i
55	O=C(Nc1cccc(C(=O)N2CCCC2)c1)c1ccccc1Cl	13.5	i	i	-0.1	i	i	i	i	i	i	i
56	CCOC(=O)CSc1nnc(Cn2c(=O)sc3ccccc32)n1-c1ccccc1C	15.0	i	i	-0.1	i	i	i	i	i	i	i
57	CC1CCc2c(C(=O)Nc3ccc(N4CCOCC4)cc3)csc2C1 (stereo not given)	21.1	i	i	1.3	i	i	i	i	i	i	i
58	COc1ccc(/C=C/C(=O)Nc2nc(C)c(C(=O)N(C)C)s2)cc1	24.2	i	i	0.0	i	i	i	i	i	i	i
59	O=C(c1ccccc1)N(C1=NCCCCS1)c1ccccc1	-6.0	i	i	0.9	i	i	i	i	i	i	i
60	CC(C)(C)NC(=O)/C(=C\c1cccnc1)NC(=O)c1ccco1	6.5	i	i	0.3	i	i	i	i	i	i	i

# Further compounds follow.
No.	compound	AI-2 QS mod	TRPC6 inh	MrgX1 agonist	HIF act	TRPC4 act	TRPC4 block	MrgX1 allo act	TRPC4 PAM	TRPC6 activator	MrgX1 antagonist	PolyA inhibitor
61	CCOc1cc2[nH]c(=S)n(CCC(=O)NCc3ccco3)c(=O)c2cc1OCC	-16.2	i	i	0.0	i	i	i	i	i	i	i
62	Cc1cccnc1NC(=O)Nc1cccc(C(F)(F)F)c1	13.1	i	i	0.1	i	i	i	i	i	i	i
63	Oc1ccc(/C=N/NC2=NCCCCC2)c(O)c1	4.1	i	i	1.3	i	i	i	i	i	i	i
64	O=C(NNC(=O)c1ccc(SCC2CCCO2)c([N+](=O)[O-])c1)c1ccc(Cl)c([N+](=O)[O-])c1 (stereo not given)	12.5	i	i	0.7	i	i	i	i	i	i	i
65	Cc1cc(=O)oc2cc(OC(C)C(=O)Nc3ccc(N4CCCCC4)cc3)ccc12 (stereo not given)	28.9	i	i	0.5	i	i	i	i	i	i	i
66	CSc1ccccc1C(=O)C1CCCN(C(=O)CCc2cccnc2)C1 (stereo not given)	10.0	i	i	.	i	i	i	i	i	i	i
